Gli-Sufu block = Gli-Sufu pathway antagonism. Sufu-KO-LIGHT fibroblasts, Gli luciferase reporter luminescence. actives 0.74% (n = 340,000). inhibition, % at 5 µM. AID 588413;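 active = inhibition above about 55%, limit read from the data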;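 also: 0% = DMSO-treated cells and 100% = wells with medium but no cells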
CCR6 antag = antagonists of human CCR6 receptor; P51684; CHO-K1 CCR6 PathHunter beta-arrestin, luminescence, CCL20-stimulated; inhibition, % at 20 µM; actives 0.49% (n = 340,000); AID 493098;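 active = compounds whose inhibition of the agonist-driven luminescence signal at 20 µM reaches about 50%, limit read from the data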;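 also: cells stimulated with CCL20 at 14 nM final; plate controls were DMSO with CCL20 for no effect and DMSO without agonist for full effect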
Target sequence (P51684 whole entry, looked up): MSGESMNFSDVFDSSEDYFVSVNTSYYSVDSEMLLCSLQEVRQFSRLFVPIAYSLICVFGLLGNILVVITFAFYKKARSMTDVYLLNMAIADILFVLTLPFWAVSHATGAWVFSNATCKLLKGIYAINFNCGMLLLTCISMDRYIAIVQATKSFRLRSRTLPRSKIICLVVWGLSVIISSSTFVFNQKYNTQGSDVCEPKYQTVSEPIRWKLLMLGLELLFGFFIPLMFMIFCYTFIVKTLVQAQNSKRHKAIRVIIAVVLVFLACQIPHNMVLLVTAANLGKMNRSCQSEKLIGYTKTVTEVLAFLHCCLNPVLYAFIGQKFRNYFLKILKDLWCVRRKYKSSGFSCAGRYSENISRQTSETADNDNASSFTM
Jurkat NFkB inh = lowers PMA/ionomycin-induced NF-kB signal in Jurkat cells. actives 0.53% (n = 330,000). inhibition, % at 4 µM. AID 435003. PMA/ionomycin-induced NF-kB luciferase reporter, luminescence; in the data active = inhibition above about 50%
697 NFkB inh = lowers PMA/ionomycin-induced NF-kB signal in 697 B cells; AID 435022; 697 B-cell NF-kB luciferase reporter, 16 h; inhibition, % at 4 µM; actives 0.33% (n = 330,000); in the data active = inhibition above about 35%
CXCR6 inh = CXCR6 (human) receptor inhibition. CHO-K1 PathHunter CXCR6 beta-arrestin, luminescence. inhibition, % at 20 µM. actives 0.36% (n = 360,000); in the data active = inhibition above about 34%, passing the limit was not always enough;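 also: antagonist mode with CXCL16 agonist at 10 nM final; 0% = 10 nM CXCL16 with DMSO and 100% = unstimulated wells without agonist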
APJ antagonist = APJ receptor antagonism. P35414. CHO-K1 APJ beta-arrestin complementation, luminescence. inhibition, % at 20 µM. actives 0.32% (n = 330,000). AID 2521;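 active = inhibition above about 40% at 20 µM, limit read from the data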;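 also: cells challenged with 10 nM apelin-13 agonist together with compound; plate controls were apelin-13 plus DMSO wells for no effect and DMSO wells lacking apelin-13 for full effect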
UBC13 inh = blocks human UBC13 polyubiquitin chain formation; TR-FRET; inhibition, % at 20 µM; actives 0.47% (n = 330,000); in the data active = inhibition above about 45%, passing the limit was not always enough
Target sequence (P61088 whole entry, looked up): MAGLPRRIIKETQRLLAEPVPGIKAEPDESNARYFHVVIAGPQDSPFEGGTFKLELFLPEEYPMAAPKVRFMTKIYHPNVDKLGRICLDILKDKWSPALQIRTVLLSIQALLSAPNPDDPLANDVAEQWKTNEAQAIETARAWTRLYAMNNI
EBI2 block = antagonists of human EBI2 receptor. actives 0.81% (n = 360,000). EBI2 beta-arrestin recruitment, luminescence, 7a,25-OHC stimulated. P32249. inhibition, % at 5 µM; in the data active = inhibition above about 38%;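 also: enzyme fragment complementation signal reports receptor beta-arrestin coupling in cells; 0% = agonist plus DMSO wells and 100% = wells without agonist; some results beyond the cut were filed as inactive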
Target sequence (P32249 whole entry, looked up, the tested form may be a part): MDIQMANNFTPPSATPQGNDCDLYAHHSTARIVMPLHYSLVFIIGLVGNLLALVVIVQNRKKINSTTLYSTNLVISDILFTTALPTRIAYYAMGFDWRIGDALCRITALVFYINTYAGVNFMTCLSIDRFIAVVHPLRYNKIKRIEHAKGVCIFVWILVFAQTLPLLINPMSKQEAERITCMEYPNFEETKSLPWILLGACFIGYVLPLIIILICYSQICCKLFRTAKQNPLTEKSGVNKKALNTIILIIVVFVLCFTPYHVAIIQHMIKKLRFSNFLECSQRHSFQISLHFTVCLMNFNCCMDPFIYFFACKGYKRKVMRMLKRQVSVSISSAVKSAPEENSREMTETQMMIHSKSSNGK
Starred values were filed as active, the others as inactive; / = no result given.

Sequence of screens: Gli-Sufu block	CCR6 antag	Jurkat NFkB inh	697 NFkB inh	CXCR6 inh	APJ antagonist	UBC13 inh	EBI2 block
- COC1CC(C)C(OC)c2cc(O)cc(c2O)NC(=O)C(C)=CC=CC(C)C(OC(N)=O)C(C)=CC(C)C1OC (stereo unspecified)
 : 8	46	/	/	16	/	/	-2
- COc1ccc(/C=C(/NC(=O)c2ccccc2)C(=O)N2CCOCC2)cc1OC
 : 26	-6	-8	12	-6	-2	-1	-12
- COC(C[C@@H](O)[C@H](C)[C@@H](O)COCc1ccccc1)OC
 : -7	-4	15	6	-7	-15	1	-4
- S=C(NC1CCCCC1)N1CCN(C2CCCCC2)CC1
 : -8	4	5	-6	-1	8	20	-4
- O=C(O)c1cc(NC(=O)c2cccc(N3C(=O)c4ccccc4C3=O)c2)cc(C(=O)O)c1
 : -4	-3	-6	6	10	21	-1	-1
- Cc1c(Cl)cnc(NC(=O)COC(=O)C(NC(=O)c2ccco2)C(C)C)c1Cl (stereo unspecified)
 : /	2	-9	-4	2	-14	-2	11
- CCOC(=O)c1nn(-c2ccccc2C)c(=O)c2c(N)scc12
 : -10	39	-7	24	31	29	1	1
- CCCCC(C(=O)OCC(=O)c1ccc(OC)cc1)N1C(=O)c2ccccc2C1=O (stereo unspecified)
 : 4	13	7	-3	4	24	1	15
- COc1ccc(C(=O)CCC(=O)N2CCN(c3ccc(C)cc3)C(C)C2)cc1 (stereo unspecified)
 : -6	5	3	-21	-1	7	-1	-8
- COc1cc(C(=O)Nn2c(C)nc3ccccc3c2=O)cc(OC)c1OC
 : /	12	-2	7	2	8	2	11

Next section, starting with the last four of the part before.
Sequence of screens: Gli-Sufu block	CCR6 antag	Jurkat NFkB inh	697 NFkB inh	CXCR6 inh	APJ antagonist	UBC13 inh	EBI2 block
- CCOC(=O)c1nn(-c2ccccc2C)c(=O)c2c(N)scc12
 : -10	39	-7	24	31	29	1	1
- CCCCC(C(=O)OCC(=O)c1ccc(OC)cc1)N1C(=O)c2ccccc2C1=O (stereo unspecified)
 : 4	13	7	-3	4	24	1	15
- COc1ccc(C(=O)CCC(=O)N2CCN(c3ccc(C)cc3)C(C)C2)cc1 (stereo unspecified)
 : -6	5	3	-21	-1	7	-1	-8
- COc1cc(C(=O)Nn2c(C)nc3ccccc3c2=O)cc(OC)c1OC
 : /	12	-2	7	2	8	2	11
- C/C(CC(=O)Nc1ccc(Cl)cc1Cl)=N\NC(=O)c1ccco1
 : -8	-9	1	12	5	9	4	1
- Cc1ccc(S(=O)(=O)NN2C(=O)c3ccccc3NC2c2ccccn2)cc1 (stereo unspecified)
 : 11	5	7	1	-6	1	13	-11
- CC1CCCC(C)N1/N=C/c1cc(Br)c(O)c(Br)c1 (stereo unspecified)
 : /	/	14	7	/	-21	12	/
- CCN(CC(=O)NCc1cccs1)C(=O)c1ccccc1Cl
 : 6	-4	-17	-6	-4	-21	-12	-3
- O=C(Nc1ccc(Cc2ccncc2)cc1)c1ccc(N2CCOCC2)c([N+](=O)[O-])c1
 : -2	5	-1	11	-14	5	-8	3
- CCn1c(NCc2cccc(OC)c2OC)nc2ccccc21
 : -17	23	-19	-7	2	12	2	4
- COc1ccc(/C=C2/C(=O)N(c3cccc(F)c3)N=C2C)c(OC)c1
 : /	11	12	14	1	3	-22	8
- CSC1=C(C#N)C(c2ccncc2)C(C(=O)Nc2ccccc2)=C(C)N1 (stereo unspecified)
 : -29	0	4	9	-1	0	9	-2
- Cc1ccsc1/C=N/Nc1ccc(F)cc1F
 : -40	-11	-23	-14	-22	-4	6	10
- O=C(COc1ccccc1[N+](=O)[O-])NCc1cccnc1
 : -3	9	14	-10	-3	-5	8	0
- O=C(OCc1ccc2c(c1)OCO2)c1ccc(S(=O)(=O)N2CCCCC2)cc1
 : -1	28	7	29	-5	2	3	26
- C/C(=N/NC(=O)c1ccccc1)c1ccc(NC(=O)C(F)(F)F)cc1
 : 2	0	-29	-15	-6	-7	-23	-6
- CC(O)(C#CCN1CCOCC1)c1ccccc1 (stereo unspecified)
 : 25	6	-13	-7	-3	-5	-9	-4
- CN(CCC1CCOCC1)C(=O)CC1C(=O)NCCN1CC1CCCCC1 (stereo unspecified)
 : 2	2	-8	-10	-1	4	-10	-1
- COc1cccc(OCC(=O)NNC(=O)C(=O)Nc2cccc(C)c2)c1
 : -57	14	-10	-11	-2	5	1	-6
- CCCC[C@@H]1CN=C(N)N1CCc1cccc(F)c1
 : 37	-3	11	-4	3	-44	14	-3
- COc1ccc(/C=C/C(=O)NCCSCc2ccco2)cc1
 : -9	0	-2	2	2	3	-6	37
- Cc1ccc(N(CC(=O)NC2CC3CCC2C3)S(C)(=O)=O)cc1C (stereo unspecified)
 : 1	12	-2	4	5	-5	-4	-6
- CN1CCN(c2ccccc2NC(=O)c2ccc(-c3ccccc3)cc2)CC1
 : 8	2	11	-6	-9	-14	22	-3
- CN(CC(=O)Nc1ccccc1Cl)C(=O)c1cc(=O)[nH]c2ccccc12
 : -5	11	2	-9	-7	7	-4	4
- COc1ccccc1-c1nn(-c2ccccc2)cc1C(=O)N1CCN(C(=O)c2ccco2)CC1
 : 3	9	20	10	-1	1	2	-12
- COc1ccc(S(=O)(=O)Cc2ccc(C(=O)NC3CCCCC3)o2)cc1
 : -14	-3	3	1	-4	4	-2	-12
- CC(Sc1nncn1C)C(=O)Nc1ccccc1-c1ccccc1 (stereo unspecified)
 : -13	5	-24	6	-5	14	-2	-4
- O=C1C=C(Nc2ccccc2O)c2ccccc2C1=O
 : 20	39	27	-6	12	5	-323	-10
- CCOC(=O)CSc1nc2cc3c(cc2cc1C#N)OCO3
 : -4	3	-200	-161	-13	-8	27	-11
- CCOc1ccccc1NS(=O)(=O)c1ccc2c(c1)N(C)CCO2
 : 10	9	2	-22	-6	24	-2	-15
- Cc1ccc(N(C)S(=O)(=O)c2c(C)noc2/C=C/N(C)C)cc1
 : -6	8	18	-18	4	-15	-15	-8
- Cc1ccc(NC(=O)CNC(=O)c2cccs2)cc1S(=O)(=O)Nc1ccc(Cl)cc1
 : -5	17	/	/	-3	/	/	11
- CC(NC(=O)C(=O)N1CCOCC1)C(c1cccs1)N1CCN(c2ccc(F)cc2)CC1 (stereo unspecified)
 : -7	3	-13	8	2	11	-2	6
- COc1ccc(C(=O)COC(=O)c2cccnc2Cl)c(OC)c1
 : -14	12	5	-9	-10	4	5	10
- Cc1cc(C)cc(NC(=O)CN2C(=O)NC(C)(c3ccccc3)C2=O)c1 (stereo unspecified)
 : 5	2	15	10	-2	10	7	2
- Cc1nnc(OCC(=O)NCCC2=CCCCC2)c2ccccc12
 : -3	-2	-23	9	0	-14	-5	1
- CCOC(=O)c1cncc(C(=O)O)c1
 : -3	5	-3	6	-4	3	1	-15
- c1ccc(CCc2ccccc2-c2nc(-c3cccnc3)no2)cc1
 : 15	10	5	-17	-3	2	-2	2
- CC(=O)N1CCc2cc(S(=O)(=O)CCC(=O)N(C)Cc3ccco3)ccc21
 : 1	-10	-2	2	-3	6	1	7
- O=C(NNS(=O)(=O)c1ccc2ccccc2c1)NC1CCCCC1
 : 5	-1	-11	11	0	12	-1	7
- Cc1[nH]c(=O)[nH]c(=O)c1/C=C/C(=O)OCC(C)C
 : -3	23	12	21	-2	23	16	-10
- Cc1nn(CC(=O)NCCCN2CCCC2)c(=O)c2nn(-c3ccccc3)c(C)c12
 : -3	12	-3	-7	1	-1	0	-9
- CCC(=NCc1ccco1)c1c(C(F)(F)F)[nH]n(-c2nc3ccccc3s2)c1=O
 : 22	-23	-9	-45	15	7	-6	12
- COC/C=C/C1=CC2=CC(=O)C(C)(OC(=O)c3cnc4ccccc4n3)C(=O)C2=CN1CCCCO (stereo unspecified)
 : -32	7	11	17	-16	-49	-80	2
- COc1ccc(-c2csc(NCCc3nc4cc(C(=O)NCCCO)ccc4n3Cc3ccc(C)cc3)n2)cc1
 : -9	0	11	6	3	15	2	5
- O=P(O)(CCc1ccccc1)C(O)c1ccccc1 (stereo unspecified)
 : 41	-8	-10	7	-4	2	2	-1
- COc1ccc(C(=O)C2CCCN(C(=O)c3cccc(Cn4cccn4)c3)C2)cc1F (stereo unspecified)
 : -7	12	9	18	-1	-9	2	2
- COc1cccc(C(=O)Nc2nnc(CCS(=O)(=O)c3ccc(C)cc3)s2)c1
 : -3	6	2	4	2	5	2	0
- CCCCNC(=O)Oc1cccc(N2CCCC2=O)c1
 : -1	-11	9	5	-7	7	3	-6
- COc1ccccc1NC(=O)N1CCCC1C(=O)NCc1ccc(F)cc1 (stereo unspecified)
 : -7	-2	-5	8	7	1	3	-1
- CCN1C(=S)SC(=O)C1=C1C=C(C)N(Cc2ccco2)C(C)=C1
 : 1	29	-98	-126	25	9	-64	18
- C=CCn1c(SCc2c(C(=O)OC)sc(N)c2C(=O)OC)nnc1-c1ccc(Br)cc1
 : 4	-2	6	-9	2	8	-3	14
- Cc1ccc(S(=O)(=O)N(CC(=O)NCc2ccccn2)c2ccc(Cl)cc2)cc1
 : -5	9	-2	8	-11	12	0	6
- CCCC(=O)Nc1ccc(C(=O)NCC(=O)OCC)cc1
 : -9	-23	-9	0	-10	-6	-8	0

(list continues)
Sequence of screens: Gli-Sufu block	CCR6 antag	Jurkat NFkB inh	697 NFkB inh	CXCR6 inh	APJ antagonist	UBC13 inh	EBI2 block
- O=C(CCCCC(=O)N1CCOCCOCCOCC1)OCc1ccccc1
 : 2	0	-24	-36	-12	-1	-11	0
- COc1ccc(N(CC(=O)NCc2ccc(C)cc2)S(=O)(=O)c2c(C)noc2C)cc1
 : 6	3	2	4	3	2	2	14
- Cc1ccc(C)c(S(=O)(=O)NCc2ccc(C(=O)N3CCCCCC3)cc2)c1
 : 3	7	-14	-46	5	-3	1	-4
- O=C(N/C(=C/c1ccco1)C(=O)N1CCCCCC1)c1cccs1
 : 1	20	1	8	4	4	-3	1
- COc1ccc(NS(=O)(=O)c2cccc3cccnc23)cc1Cl
 : 5	10	-5	-14	-5	9	2	3
- CCCCC(c1nnnn1CS(=O)(=O)c1ccc(C)cc1)N1CCC(C(N)=O)CC1 (stereo unspecified)
 : 3	5	-1	14	1	9	5	-2
- COC(=O)c1ccc(COC(=O)CNC(=O)c2cccs2)cc1
 : -1	2	1	11	-4	6	6	-6
- O=C(Nc1ccc(S(=O)(=O)N2CCOCC2)cc1)C1CCCCC1
 : 1	4	-21	-13	-5	1	4	5
- CC(C)c1ccc(/C=C2\SC(=O)N(CC(=O)NC3CCS(=O)(=O)C3)C2=O)cc1 (stereo unspecified)
 : -9	1	-4	-104	3	-5	-5	2
- COc1ccc(Cl)cc1NC(=S)N(Cc1cccnc1)Cc1ccco1
 : 0	18	-4	6	6	-8	2	-9
- Cc1noc(C)c1C(=O)Nc1cc(S(=O)(=O)N2CCCCC2)ccc1N(C)C
 : 6	0	7	-4	-15	8	-3	2
